# Screening results (PubChem)
# uPA surface inh = qHTS for Inhibitors of Cell Surface uPA Generation | cell surface uPA generation assay, qHTS | Potency, µM (series often up to 38.3 µM), inactives show at the top dose activity change, negative = inhibition, actives largely listed as inhibitors | hit rate 0.31% among 330,000 | AID 540303, 2011; active means well fitted inhibition curve with a large enough effect; inconclusive means small, poorly fitted or top-dose-only effect; inactive means no such curve, though single readings can be large or run the other way; tested in mouse RAW 264.7 cells; further: on the % scale 0 is the no-effect control and ±100 the full control effect; nearly all actives have a fitted effect of over 55% in size
# BRCA1 expr up = qHTS Assay to Identify Small Molecule Activators of BRCA1 Expression | MCF7-BRCA1-FFLuc reporter, luminescence, 48 h; response scale: scaled: vehicle 0%, 10 µM genistein 100% | Potency, µM (titrated, usually from 46.1 µM), for inactives: at the top dose activation, hits mostly activators | hit rate 1.1% among 380,000 | AID 624202, 2012; further: nearly all actives have a fitted effect of over 80% in size; some results filed as inactive show a strong effect at the top dose
#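 Compounds are tested at multiple concentrations on MCF7 BRCA1-luciferase reporter cells seeded at 2000 per well; after 48 h, a single luminescence end-point is taken and curves fitted to the normalized data.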
# Gal4-VP16 FLuc = VP16 counterscreen qHTS for inhibitors of ROR gamma transcriptional activity; hit rate 3.5% among 310,000; Potency, µM (highest dose often 53.6 µM), inactives show at the highest dose activity, negative = inhibition, most hits filed as inhibitors; Drosophila S2 Gal4-VP16 UAS-luciferase, luminescence, 20 h;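 further: Gal4-VP16 expression switched on by copper sulfate through the metallothionein promoter; on the % scale 0 is the no-effect control and ±100 the full control effect; nearly all actives have a fitted effect of over 50% in size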
# ELG1 genotoxic = qHTS screen for small molecules that induce genotoxicity in human embryonic kidney (HEK293T) cells expressing luciferase-tagged ELG1; hit rate 1.3% among 330,000; HEK293T ELG1-luciferase reporter, luminescence, 16 h; Potency, µM (doses to about 46 µM), inactives show at the highest dose activity change, positive = activation, hits mostly activators; further: % of control where 0% means no effect; nearly all actives have a fitted effect of over 60% in size
#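 ELG1-luciferase HEK293T cells, 2,000/well; compound pinned in; 16 hr, 37 °C, 5% CO2; ONE-Glo, 30 min RT; luminescence on CCD imager.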
# FLuc modulator = qHTS profiling assay for firefly luciferase inhibitor/activator using purifed enzyme and Km concentrations of substrates (counterscreen for miR-21 project) | Potency, µM (highest dose often 57.5 µM), without a hit: top-dose activity change, negative = inhibition, hits mostly inhibitors | Luciferin 4-monooxygenase (Photinus pyralis), P08659 | hit rate 6.9% among 360,000 | purified FLuc, Km substrates, luminescence inhibition | AID 588342, 2011;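 further: plate controls were vehicle for no effect and reference inhibitor for full effect; nearly all actives have a fitted effect of over 55% in size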
# Target sequence (P08659 whole entry, looked up): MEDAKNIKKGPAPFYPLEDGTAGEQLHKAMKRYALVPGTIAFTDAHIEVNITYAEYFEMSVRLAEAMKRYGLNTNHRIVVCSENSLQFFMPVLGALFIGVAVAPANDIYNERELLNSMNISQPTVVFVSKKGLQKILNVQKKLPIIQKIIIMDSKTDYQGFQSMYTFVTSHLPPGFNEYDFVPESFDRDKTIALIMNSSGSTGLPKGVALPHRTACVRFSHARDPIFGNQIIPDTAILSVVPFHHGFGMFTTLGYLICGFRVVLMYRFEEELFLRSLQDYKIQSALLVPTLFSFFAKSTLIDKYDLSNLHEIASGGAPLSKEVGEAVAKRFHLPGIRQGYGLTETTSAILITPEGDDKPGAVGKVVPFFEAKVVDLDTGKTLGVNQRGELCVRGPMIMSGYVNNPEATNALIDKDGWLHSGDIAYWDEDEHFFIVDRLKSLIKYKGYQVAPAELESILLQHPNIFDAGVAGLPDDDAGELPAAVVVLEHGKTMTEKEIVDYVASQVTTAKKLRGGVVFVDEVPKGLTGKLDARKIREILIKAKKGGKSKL
#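 Purified P. pyralis luciferase (10nM final) with 10uM D-luciferin and 10uM ATP (Km levels) in 50mM Tris acetate pH 7.5, 10mM Mg acetate, 0.01% Tween-20, 0.05% BSA; qHTS 6-point titration, ~60 µM downward; luminescence read.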
# NPC1 promoter act = qHTS Assay for NPC1 Promoter Activators; Huh7 NPC1 promoter luciferase reporter, 24 h; hit rate 2.4% among 320,000; AID 485313, 2010; Potency, µM (doses to about 9.22 µM), without a hit: at the highest dose activation, most hits filed as activators;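 further: % of control where 0% means no effect; nearly all actives have a fitted effect of over 60% in size; reporter is driven by a mutant NPC1 promoter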
#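 Cells: Huh7 expressing luciferase under the NPC1 promoter, 1500/well. Seeded 2 h, compound added, incubated 24 h at 37 °C. Luciferase reagent, 10 min ambient, then luminescence.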
# Rab9 prom act = qHTS Assay for Rab9 Promoter Activators; Huh7 Rab9 promoter-luciferase reporter, luminescence, 24 h; Potency, µM (top dose mostly 9.22 µM), for inactives: top-dose activation, negative = inhibition, most hits filed as activators; hit rate 2.8% among 320,000; AID 485297, 2010; further: % of control where 0% means no effect; nearly all actives have a fitted effect of over 60% in size
#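 Luminescence read-out: Huh7 cells stably expressing Rab9-luciferase, treated 24 h with compound at 37 °C, then lysed with luciferase reagent for 10 min at ambient before reading.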
# RORgamma inh = qHTS for inhibitors of ROR gamma transcriptional activity | Potency, µM (top dose mostly 53.6 µM), without a hit: at the highest dose activity change, negative = inhibition, actives largely listed as inhibitors | Nuclear receptor ROR-gamma (Mus musculus), P51450 | Drosophila S2 Gal4-RORgamma UAS-luciferase reporter, 20 h | hit rate 5.4% among 310,000; further: on the % scale 0 is the no-effect control and ±100 the full control effect; nearly all actives have a fitted effect of over 60% in size
#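 Drosophila Schneider cells stably carrying a metallothionein-driven Gal4 DBD–ROR gamma fusion and a UAS-Photinus luciferase reporter were exposed to compound for 1 hr, then induced with copper sulfate (700 uM final) for 20 hr at ambient temperature before luminescence reading.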
# p53 reactivation = qHTS assay for re-activators of p53 using a Luc reporter | hit rate 0.063% among 320,000 | H1299 p53-A138V BP100-luciferase reporter, luminescence, 24 h | AID 504706, 2011 | Potency, µM (titrated, usually from 92.2 µM), for inactives: at the top dose activity change, positive = activation, hits mostly activators; further: % of control where 0% means no effect; nearly all actives have a fitted effect of over 45% in size
#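 p53-null H1299 cells stably carrying temperature-sensitive p53-A138V and a BP100-luciferase reporter were pinned with compounds (4-point, 1:5 series) and held 24 hrs at 37 deg C. Luminescence was read 10 min after detection reagent.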
# MBNL1-CUG inh = qHTS Assay for Inhibitors of MBNL1-poly(CUG) RNA binding; TR-FRET MBNL1-His/biotin-(CUG)12 binding, 665/545 ratio; Potency, µM (top dose mostly 57.5 µM), for inactives: at the top dose activity change, negative = inhibition, usual class: inhibitors; hit rate 0.036% among 280,000; active means well fitted inhibition curve with a large enough effect in the signal ratio, with a control signal flat, not every such curve was filed as active; inconclusive means small, poorly fitted or top-dose-only effect, or effect the other way, or a change in a side signal; inactive means no such curve, though single readings can be large or run the other way; the % refers to the signal ratio; further: on the % scale 0 is the no-effect control and ±100 the full control effect
# Target sequence (Q9NR56 whole entry, looked up): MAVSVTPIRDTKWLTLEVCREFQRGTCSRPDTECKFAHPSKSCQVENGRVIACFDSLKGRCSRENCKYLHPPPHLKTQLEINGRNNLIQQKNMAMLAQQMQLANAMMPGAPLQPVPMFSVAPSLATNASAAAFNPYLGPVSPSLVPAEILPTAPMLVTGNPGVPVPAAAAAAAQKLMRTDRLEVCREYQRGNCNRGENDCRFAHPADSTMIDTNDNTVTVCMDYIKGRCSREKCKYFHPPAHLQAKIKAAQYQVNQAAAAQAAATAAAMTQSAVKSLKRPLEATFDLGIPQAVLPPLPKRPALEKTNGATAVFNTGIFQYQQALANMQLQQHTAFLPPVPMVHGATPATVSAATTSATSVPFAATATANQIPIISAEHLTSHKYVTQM
#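 Inhibition of protein-RNA binding appears as loss of TR-FRET between terbium anti-His antibody on MBNL1-His and streptavidin-XL665 on biotin-(CUG)12. Activity is normalized to buffer-only and uninhibited-complex controls.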
# * hit, by the source's call; ? = inconclusive; nt = not tested or not shown; [ ] = remark or other dose. Unless noted, the call rests on the fitted dose curve; in most records, active means well fitted curve in the direction sought with a large enough effect; inconclusive means small, poorly fitted or top-dose-only effect, or another doubt; inactive means no such curve, though single readings can be large; an effect the other way counts as inactive or inconclusive. Potency means the concentration at half of the fitted maximal effect.
# The opening two entries, ahead of the listing:
SMILES,uPA surface inh,BRCA1 expr up,Gal4-VP16 FLuc,ELG1 genotoxic,FLuc modulator,NPC1 promoter act,Rab9 prom act,RORgamma inh,p53 reactivation,MBNL1-CUG inh
COc1cccc(C(=O)NNc2c3ccccc3nc3ccccc23)c1,10.9%,-7.1%,-18.2%,-3.5%,-20.8%,0.1%,-1.2%,21.8%,5.7%,29.4%
COc1cccc(OC)c1C(=O)Nc1ccc(S(=O)(=O)N2CCCCC2)cc1,-3.1%,-2.8%,-4.0%,-2.8%,-2.3%,-0.9%,-1.1%,8.3%,-9.7%,-8.7%

# Results, from the start:
SMILES,uPA surface inh,BRCA1 expr up,Gal4-VP16 FLuc,ELG1 genotoxic,FLuc modulator,NPC1 promoter act,Rab9 prom act,RORgamma inh,p53 reactivation,MBNL1-CUG inh
COc1cccc(C(=O)NNc2c3ccccc3nc3ccccc23)c1,10.9%,-7.1%,-18.2%,-3.5%,-20.8%,0.1%,-1.2%,21.8%,5.7%,29.4%
COc1cccc(OC)c1C(=O)Nc1ccc(S(=O)(=O)N2CCCCC2)cc1,-3.1%,-2.8%,-4.0%,-2.8%,-2.3%,-0.9%,-1.1%,8.3%,-9.7%,-8.7%
CC(=O)c1cccc(OCC(O)CN2CCN(S(=O)(=O)c3c(F)cccc3F)CC2)c1 (stereo not drawn),4.6%,-3.0%,-22.0%,-4.6%,-0.5%,0.4%,1.1%,-5.0%,2.0%,-5.9%
Cc1ccsc1/C=N/n1c(-c2ccccn2)n[nH]c1=S,-3.3%,-7.8%,?,-1.4%,5.6%,-0.1%,-0.4%,?,-0.6%,-17.5%
NNC(=O)CSc1c(-c2cccs2)[nH]c2ccccc12,-6.7%,-70.2%,-0.1%,0.1%,0.0%,-1.0%,-3.6%,-6.1%,1.4%,nt
Cc1c(C(=O)c2ccccc2)c(=O)n(C)c(=O)n1C,4.0%,-12.1%,-5.3%,1.0%,-0.5%,-3.7%,-3.5%,3.5%,3.2%,-11.3%
O=C(O)CCN1C(=O)/C(=C/c2ccc(-c3nc4ccccc4s3)o2)SC1=S,2.0%,78.9%,-11.9%,5.3%,?,5.0%,8.0%,23.4%,?,17.2%
Cc1nnc(SCC(=O)N(CCC#N)c2ccc3c(c2)OCCO3)s1,-17.3%,3.0%,nt,-2.7%,0.7%,-0.1%,-5.6%,nt,-3.8%,nt
COCC1CCN(Cc2c(C(=O)N3CCc4ccccc4C3)nc3ccc(Cl)cn23)C1 (stereo not drawn),6.0%,-32.9%,13.6%,4.7%,-2.1%,1.3%,-2.3%,8.1%,-0.9%,8.5%
O=C(COC(=O)c1cccnc1)c1ccc(Cl)c(Cl)c1,1.7%,-35.8%,-4.3%,0.6%,16.9µM*,-2.7%,0.2%,0.7%,-2.7%,4.5%
Cc1cc(OC(=O)c2ccccc2Cl)ccc1N1C(=O)CCC1=O,nt,0.4%,-2.9%,2.8%,5.36µM*,-2.1%,-4.2%,-26.0%,2.4%,-2.9%
CCN1CCN(c2ccc(S(=O)(=O)N3CCOCC3)cc2NC(=O)CCOc2ccccc2)CC1,-3.4%,24.2%,4.9%,4.1%,6.0%,-2.4%,6.9%,3.4%,28.0%,-6.5%
N/C(=N\OC(=O)c1ccc([N+](=O)[O-])cc1)c1cccnc1,-3.0%,?,?,?,2.69µM*,-0.8%,-4.8%,?,?,?
COc1ccc(C(=O)N/C(=C/c2ccc(Cl)cc2)C(=O)Nc2ccc(C(=O)O)cc2)cc1,9.0%,-0.5%,-4.7%,3.0%,2.5%,-3.2%,2.2%,-1.1%,-6.7%,11.9%
O=C(c1ccc(F)cc1)N1CCCCC(S(=O)(=O)c2ccccc2)C1=O (stereo not drawn),-22.8%,-11.0%,3.7%,0.0%,1.1%,5.1%,0.2%,9.3%,5.3%,-0.6%[11.5 µM]
COc1ccccc1N1CCN(CC(=O)NCC2CCCO2)CC1 (stereo not drawn),-0.7%,17.1%,-6.0%,-0.9%,-0.3%,-3.5%,-5.4%,-45.9%,-11.8%,-0.6%
CC(C)[C@H](NS(=O)(=O)c1ccccc1F)C(=O)NC1CCCCC1,0.2%,0.7%,nt,2.1%,nt,nt,nt,nt,11.8%,nt
COc1cc(C(=O)NCC2CCCO2)ccc1OCc1ccc(Cl)cc1 (stereo not drawn),5.0%,17.6%,nt,-2.2%,nt,4.1%,0.3%,nt,?,nt
CC(OC(=O)c1ccc(NC(=O)CC#N)cc1)C(=O)Nc1ccc2c(c1)OCCO2 (stereo not drawn),14.3%,-2.2%,nt,13.6%,3.6%,0.4%,2.0%,nt,-3.9%,nt
COc1ccc(NC(=O)CSCc2cc(=O)n3cc(C)sc3n2)cc1,-1.4%,18.7%,0.6%,-6.5%,4.0%,-3.8%,-4.9%,-12.6%,-5.7%,-6.8%
CN(Cc1ccccc1)C(=O)c1[nH]cnc1C(=O)Nc1cccc(Cl)c1,-12.9%,52.8%,nt,8.6%,-15.9%,16.0%,-4.4%,nt,?,nt
CCCS(=O)(=O)N1CCC(C(=O)c2cccc(C(F)(F)F)c2)CC1,nt,1.0%,?,1.0%,-0.2%,1.1%,7.3%,-21.0%,-1.0%,-3.1%
CC(C)N1CCc2c(sc(NC(=O)CN3C(=O)c4ccccc4C3=O)c2C(N)=O)C1,-1.5%,-1.5%,5.3%,0.6%,0.5%,-0.2%,-4.1%,-0.6%,1.5%,12.1%
COc1cc(/C=C(/C#N)c2nc3ccccc3c(=O)[nH]2)ccc1O,-5.1%,-33.8%,25.0%,4.5%,8.49µM*,11.5%,6.4%,0.3%,?,19.5%
Cc1cccc(Cn2ccc(NC(=O)c3ccc4c(c3)OCO4)n2)c1,-1.7%,31.7%,28.9%,6.1%,16.9µM*,-1.1%,2.6%,29.1%,13.4%,-1.6%
COc1cccc(NC(=O)CN(C)CC(=O)NCc2ccco2)c1,5.6%,1.7%,nt,-2.6%,-1.3%,0.2%,-3.2%,nt,4.3%,nt
O=C(CS(=O)(=O)Cc1ccccc1)Nc1nnc(C(F)(F)F)s1,2.8%,-1.3%,-6.9%,2.1%,-0.4%,-5.6%,-2.9%,24.8%,0.4%,-5.1%
COc1cccc2c1OCC(CN1CCN(Cc3ccccc3)C(CCO)C1)=C2 (stereo not drawn),8.5%,-25.0%,5.7%,-5.0%,5.5%,-6.5%,-13.0%,-1.8%,1.8%,9.9%
O=C(Nc1ccc(Cl)cc1)c1cccc(OC(=S)N2CCOCC2)c1,?,-55.8%,-4.7%,-4.5%,-15.9%,-9.3%,-16.8%,25.6%,-9.6%,0.7%
C1CCCN(c2nc3nonc3nc2N2CCCCCC2)CC1,-1.9%,2.4%,17.5%,-3.4%,3.8%,20.6%,-4.8%,-12.9%,3.6%,nt
O=C(CSc1nc2ccccc2[nH]1)NCCN1CCCCC1,2.7%,-6.3%,-0.3%,-1.3%,1.6%,-0.7%,5.4%,-4.4%,-3.9%,-1.7%
Cc1[nH]c2ccccc2c1/C=N/NS(=O)(=O)c1ccccc1,0.8%,-21.4%,-6.9%,-2.4%,-10.3%,-1.6%,-2.4%,?,-2.6%,-2.4%
CCn1cc([C@@H]2C[C@H]3CN(Cc4cccc(Cl)c4)C(=O)[C@]34CCCN24)c(C)n1,-2.2%,-9.5%,4.1%,-1.4%,-1.7%,-1.7%,-3.7%,-13.9%,-3.9%,-4.0%
CCCCN(C(=O)Cc1ccc2c(c1)OCCO2)c1c(N)n(CCC)c(=O)[nH]c1=O,-10.6%,7.3%,nt,0.2%,-0.4%,0.5%,0.8%,nt,17.5%,nt
O=C(NNC(=O)c1ccccc1Br)c1cnccn1,-10.2%,3.2%,nt,-0.2%,nt,nt,nt,nt,4.6%,nt
C/C(=N\NC(=O)CCCC(=O)O)c1c(-c2ccccc2)c2cc(Cl)ccc2[nH]c1=O,-0.6%,19.1%,-23.2%,-7.5%,-1.3%,-1.0%,-1.1%,-7.9%,0.3%,-1.3%
CC(C)(C)NC(=O)C1CCN(S(=O)(=O)c2ccc(Br)cc2)CC1,2.6%,-21.5%,8.7%,-0.6%,-1.1%,-3.0%,0.4%,14.2%,-1.1%,-2.5%
COc1cc(C(=O)N2CCCc3ccccc32)cc(OC)c1OC,-8.1%,-62.3%,0.0%,-2.6%,-3.5%,-6.6%,1.5%,-22.3%,?,3.0%
CC1CC(C)CN(CCCNC(=O)c2ccc(N3CCCC3=O)cc2)C1 (stereo not drawn),0.9%,-22.8%,-7.8%,7.2%,1.6%,0.2%,-2.7%,-10.4%,10.1%,-6.3%
CCCN1C(=O)c2cc(C(=O)NC3CCCC3)ccc2C1O (stereo not drawn),-6.9%,12.1%,2.6%,0.1%,0.5%,-4.6%,4.7%,11.7%,6.5%,-0.4%
COc1cccc(NC(=O)COc2nc3ccccc3nc2C)c1,2.8%,-3.0%,-5.0%,2.1%,-1.7%,-0.9%,-7.7%,2.6%,-0.2%,-4.5%
CN(CCOc1ccccc1Cl)Cc1ccccc1,?,0.3%,15.5%,3.3%,?,3.3%,-0.9%,-15.8%[1.91 µM],10.8%,11.6%
